GLS inh = blocks human kidney-isoform glutaminase activity; O94925; GLS enzymatic activity, qHTS titration; Potency, µM (doses to about 45.5 µM), for inactives: at the highest dose activity change, negative = inhibition, usual class: inhibitors; 0.21% of 410,000 active; AID 624170; note: potency is the fitted concentration of half-maximal effect; % is set by controls: 0 for no effect and ±100 for the full control effect
Target sequence (O94925 whole entry, looked up, canonical isoform): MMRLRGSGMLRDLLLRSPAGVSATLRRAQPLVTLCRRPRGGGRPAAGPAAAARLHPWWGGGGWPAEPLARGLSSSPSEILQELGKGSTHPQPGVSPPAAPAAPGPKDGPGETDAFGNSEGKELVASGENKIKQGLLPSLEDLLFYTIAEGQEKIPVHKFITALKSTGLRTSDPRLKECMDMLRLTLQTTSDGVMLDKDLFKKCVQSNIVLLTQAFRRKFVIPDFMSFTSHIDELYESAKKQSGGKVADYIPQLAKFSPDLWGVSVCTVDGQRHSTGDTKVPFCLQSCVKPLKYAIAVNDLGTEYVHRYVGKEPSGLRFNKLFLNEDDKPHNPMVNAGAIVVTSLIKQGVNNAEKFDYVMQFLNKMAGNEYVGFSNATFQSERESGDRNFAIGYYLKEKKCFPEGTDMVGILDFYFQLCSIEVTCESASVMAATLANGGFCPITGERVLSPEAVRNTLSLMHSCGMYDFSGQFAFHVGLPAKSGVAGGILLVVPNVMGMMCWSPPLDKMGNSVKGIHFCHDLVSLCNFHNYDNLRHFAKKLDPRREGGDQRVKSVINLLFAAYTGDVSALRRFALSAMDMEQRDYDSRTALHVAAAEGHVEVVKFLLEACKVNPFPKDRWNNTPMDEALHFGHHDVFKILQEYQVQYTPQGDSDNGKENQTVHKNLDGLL
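hKGA in 45 mM KH2PO4 (pH 8.2), 0.02% Tween-20 with compound, then 1mM L-Glutamine (stock as added) plus glutamate oxidase/HRP/Amplex red coupling mix. Fluorescence read initially and after 30 min at RT; signal change reflects glutamate formation.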
PI4K2A inh = PI4K2A (human) kinase inhibition. Q9BTU6. purified PI4K2A, ADP-Glo luminescence, 1 h; stronger effect = lower value. activity change, negative = inhibition, % at 76.9 µM. 0.13% of 420,000 active. AID 1346378; in the data active = activity change below about -50%; inconclusive = mostly about -30% to -49%;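 note: -100% = wells without enzyme as full effect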
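PI4K2A activity was measured by ADP-Glo luminescence: enzyme (4 ug/mL stock) and phosphatidylinositol (1.2 mM stock) in Tris pH 7.5/MgCl2/EGTA/Triton X-100 buffer were reacted with ATP (300 microM stock) for one hour at ambient temperature.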
JMJD2A Tudor inh = blocks the human JMJD2A Tudor domain; AlphaScreen JMJD2A-Tudor / H3K4me3 peptide binding; Potency, µM (series often up to 114 µM), for inactives: top-dose activity change, negative = inhibition, actives largely listed as inhibitors; 4.4% of 390,000 active; AID 504339; note: potency is the fitted concentration of half-maximal effect; % is set by controls: 0 for no effect and ±100 for the full control effect; nearly all actives have a fitted effect of over 50% in size
PGK inhibitor = inhibitors of T. brucei phosphoglycerate kinase; P07378; PGK/GAPDH coupled, Kinase-Glo luminescence, 60 min; Potency, µM (top dose mostly 57.5 µM), for inactives: top-dose activity change, negative = inhibition, hits mostly inhibitors; 0.043% of 380,000 active; AID 602233; note: potency is the fitted concentration of half-maximal effect; % is set by controls: 0 for no effect and ±100 for the full control effect; nearly all actives have a fitted effect of over 60% in size
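Recombinant glycosomal PGK reaction used 1,3-bisphosphoglycerate generated in-well by GAPDH (100nM final) in 100mM TEA pH 7.6, 5mM MgCl2, 0.01% Tween-20. After 60 minutes at room temperature, ATP was read by Kinase-Glo Plus luminescence end-point.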
Pin1 inh = human Pin1 inhibition; Pin1 FP peptide displacement, HiFluor488, 10 min; Potency, µM (titrated, usually from 115 µM), without a hit: at the top dose activity, negative = inhibition, usual class: inhibitors; Q13526; 0.009% of 390,000 active; active = well fitted inhibition curve with a large enough effect in the polarisation, with a control signal flat, not every such curve was filed as active; inconclusive = small, poorly fitted or top-dose-only effect, or effect the other way, or a change in a side signal; inactive = no such curve, though single readings can be large or run the other way; the % refers to the polarisation; note: potency is the fitted concentration of half-maximal effect; % is set by controls: 0 for no effect and ±100 for the full control effect
HP1b chromo inh = blocks HP1-beta chromodomain binding to methylated histone tails; P83916; AlphaScreen HP1-beta / biotin-H3K9me3 peptide binding; Potency, µM (series often up to 114 µM), for inactives: at the top dose activity change, negative = inhibition, most hits filed as inhibitors; 0.56% of 390,000 active; AID 540317; note: potency is the fitted concentration of half-maximal effect; nearly all actives have a fitted effect of over 70% in size; inactives centre near 23
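HP1-beta protein (50 nM final) preincubated 30 min at room temperature with biotinylated H3(1-18)K9me3 peptide (50 nM) in PBS pH 7.4, 0.01% Tween-20, then compound added for 30 min. AlphaScreen streptavidin donor/nickel chelate acceptor beads (10 ug/mL final), 30 min dark, luminescence read.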
POLH inh = inhibitors of human DNA polymerase eta; Potency, µM (series often up to 114 µM), for the others: at the top dose activity change, negative = inhibition, most hits filed as inhibitors; 1.2% of 390,000 active; Q9Y253; recombinant Pol eta, fluorescent DNA replication assay; note: potency is the fitted concentration of half-maximal effect; % is set by controls: 0 for no effect and ±100 for the full control effect
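Pol eta (10 nM) was preincubated with compounds for 15 min at room temperature, after which fluorescent replication substrate (50 nM final) was added to start the reaction. Fluorescence was read kinetically at 0 and 10 min.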
G9a inh = inhibitors of human histone lysine methyltransferase G9a; G9a H3K9 monomethylation, AlphaScreen, 2 h; Potency, µM (highest dose often 102 µM), inactives show at the top dose activity, negative = inhibition, hits mostly inhibitors; 8.8% of 350,000 active; AID 504332; note: potency is the fitted concentration of half-maximal effect; % is set by controls: 0 for no effect and ±100 for the full control effect; nearly all actives have a fitted effect of over 75% in size
Target sequence (Q96KQ7 913-1193 limits assumed): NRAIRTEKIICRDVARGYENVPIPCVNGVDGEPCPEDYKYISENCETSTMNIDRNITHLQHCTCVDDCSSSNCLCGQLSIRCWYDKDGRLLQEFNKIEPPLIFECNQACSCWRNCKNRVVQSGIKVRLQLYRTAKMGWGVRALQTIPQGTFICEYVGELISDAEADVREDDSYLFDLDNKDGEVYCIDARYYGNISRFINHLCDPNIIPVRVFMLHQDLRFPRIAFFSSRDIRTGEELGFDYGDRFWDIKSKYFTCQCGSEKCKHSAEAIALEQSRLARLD
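Quantitative HTS format: methyltransferase activity on a biotin-tagged H3K9 peptide is measured by AlphaScreen, using a rabbit anti-monomethyl-H3K9 antibody with streptavidin donor and anti-IgG acceptor beads. Final levels are 20 nM enzyme, 500 nM peptide, 20 uM SAM; 2 h RT.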
BAZ2B block = blocks human BAZ2B; Q9UIF8; AlphaScreen BAZ2B-H3K14Ac peptide displacement; Potency, µM (doses to about 114 µM), without a hit: at the highest dose activity change, negative = inhibition, actives largely listed as inhibitors; 4.4% of 360,000 active; note: potency is the fitted concentration of half-maximal effect; % is set by controls: 0 for no effect and ±100 for the full control effect; nearly all actives have a fitted effect of over 60% in size
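Multi-concentration screen (max 110 uM) measuring displacement of acetylated histone H3 peptide from BAZ2B by AlphaScreen, using 50 nM protein, 50 nM peptide and 10 ug/mL streptavidin donor plus Ni-chelate acceptor beads.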
Active calls of the source: *; i = inactive; u = inconclusive; x = not tested or not shown; [ ] = dose if it differs, or a comment. Unless noted, calls come from the whole dose curve; as a rule, active = well fitted curve in the direction sought with a large enough effect; inconclusive = small, poorly fitted or top-dose-only effect, or another doubt; inactive = no such curve, though single readings can be large; an effect the other way counts as inactive or inconclusive.

SMILES	GLS inh	PI4K2A inh	JMJD2A Tudor inh	PGK inhibitor	Pin1 inh	HP1b chromo inh	POLH inh	G9a inh	BAZ2B block
CN1C(=O)CC(c2ccco2)Sc2ccccc21 (stereo not given)	3.4%	-1.3	-27.8%	-0.9%	-3.4%	-7.2%	-0.1%	10.5%[2.33 µM]	u
CCOC(=O)c1c[nH]c2c(C)cc(C)cc2c1=O	-9.8%	-4.0	-7.2%	-2.6%	-10.3%	19.8%	-8.6%	-13.3%	8.0%
CCc1c(C(=O)N/N=C/c2cccs2)nnn1-c1nonc1N	3.9%	-7.8	-18.6%	11.8%	-1.8%	21.1%	4.6%	-7.0%	-8.7%
Nc1ccc2c(c1)C(=NO)c1ccccc1-2	4.1%	8.6	u	-5.7%	2.1%	u	-19.4%	x	x
COc1ccc(S(=O)(=O)c2c(SC)nn(CC(=O)Nc3ccc(C)c(Cl)c3)c2N)cc1	-1.6%	-12.4	-16.6%	-3.3%	67.9%[activator]	12.7%	-25.3%	-18.3%[59 µM]	-15.4%
CSc1nn2c(C)c(C)c(C)nc2c1C#N	6.2%	-1.4	-7.4%	i	-8.2%	50.3%[activator]	-16.2%	-8.6%	-10.5%
COc1ccc(NC2=C3CCCC=C3N(c3ccc(OC)cc3)C2=O)cc1	-3.2%	0.9	u	x	5.6%	5.7%	-18.7%	39.8µM*	-32.3%
Cc1nonc1OCCN1CCN(c2ccccc2[N+](=O)[O-])CC1	3.7%	3.2	u	-3.9%	-0.8%	0.0%	-16.3%	-34.5%	u
O=C(COC(=O)/C=C/c1ccc(OC(F)F)cc1)NC1CCCC1	16.1%	3.0	-10.6%	-4.7%	0.4%	15.3%	3.5%	-83.2%[12.7 µM]	5.4%
CCOC(=O)c1cc(C(=O)NCc2ccc(Cl)cc2Cl)nn1C	6.8%	-8.5	-4.1%	-0.6%	2.9%	37.8%	u	25.9%[59 µM]	17.8%
O=C(Nc1ccc(-n2cnnn2)cc1)C(c1ccccc1)c1ccccc1	-2.0%	5.1	-2.1%	2.1%	-5.9%	47.1%[activator]	-8.8%	-0.6%	-4.4%
COc1ccc(N2CC(NC(=O)c3ccc(S(=O)(=O)N4CCCCC4)cc3)CC2=O)cc1 (stereo not given)	1.7%	2.5	-13.0%	i	1.1%	30.6%	-7.0%	3.5%[59 µM]	-4.6%

Three entries already listed, sorted by their value in PGK inhibitor, low to high:
SMILES	GLS inh	PI4K2A inh	JMJD2A Tudor inh	PGK inhibitor	Pin1 inh	HP1b chromo inh	POLH inh	G9a inh	BAZ2B block
Nc1ccc2c(c1)C(=NO)c1ccccc1-2	4.1%	8.6	u	-5.7%	2.1%	u	-19.4%	x	x
Cc1nonc1OCCN1CCN(c2ccccc2[N+](=O)[O-])CC1	3.7%	3.2	u	-3.9%	-0.8%	0.0%	-16.3%	-34.5%	u
CCc1c(C(=O)N/N=C/c2cccs2)nnn1-c1nonc1N	3.9%	-7.8	-18.6%	11.8%	-1.8%	21.1%	4.6%	-7.0%	-8.7%

Next section:
SMILES	GLS inh	PI4K2A inh	JMJD2A Tudor inh	PGK inhibitor	Pin1 inh	HP1b chromo inh	POLH inh	G9a inh	BAZ2B block
CCOc1cc(C2C(C(=O)OCC(C)C)=C(C)N=C3SCCC(=O)N32)ccc1OC(C)=O (stereo not given)	-7.0%	-3.3	-26.1%	8.9%	-14.1%	3.5%	-9.2%	19.1%[2.33 µM]	-22.0%
Cc1cccc(OCC(O)CN2CCc3ccccc3C2)c1 (stereo not given)	2.2%	-1.6	-16.0%	-0.4%	-5.2%	32.9%	2.7%	9.4%[59 µM]	-7.7%
COC(=O)NC1CSCC1OC(=O)c1ccc(Br)cc1 (stereo not given)	2.2%	-15.2	16.7%	-8.6%	-1.6%	18.0%	-10.4%	12.4%[59 µM]	6.1%
CCCC(=O)Nc1ccc(C(=O)Nc2cc(C(F)(F)F)ccc2Cl)cc1	-1.0%	-4.0	9.6%	-7.7%	8.8%	26.9%	-9.2%	-8.3%[59 µM]	8.1%
Cn1c(NCCO)nc2c1c(=O)n(Cc1ccc(F)cc1)c(=O)n2C	21.8%	-10.4	2.4%	-3.1%	7.6%	12.3%	-9.7%	5.7%	-18.2%
CCCN1CCN(C(c2cc3cc(OCC)ccc3[nH]c2=O)c2nnnn2C2CCCCC2)CC1 (stereo not given)	9.9%	-7.7	-24.6%	0.8%	-10.9%	9.8%	-5.6%	u	5.3%
N#Cc1ccc(C(=O)N/N=C/c2cn(CC(=O)O)c3ccccc23)c(F)c1	-3.6%	0.9	-2.8%	-1.8%	-0.5%	28.6%	-5.0%	u	u
CN(c1ccccc1)S(=O)(=O)c1ccc(NC(=O)c2cc(=O)c3ccccc3o2)cc1	-4.2%	2.5	0.3%	-2.7%	-0.7%	40.8%[activator]	-24.0%	1.1%[59 µM]	-15.4%
O=C(NC1(C(F)(F)F)N=C2SCCN2C1=O)c1ccccc1F (stereo not given)	-0.7%	-1.9	12.3%	-2.7%	4.1%	53.6%[activator]	-16.5%	14.6%	-0.5%
CCCNC(=O)Cn1cc(S(=O)(=O)N2CCCC2)c(S(=O)(=O)N2CCCC2)c1	1.3%	8.6	-15.3%	-6.8%	-9.3%	56.7%[activator]	-25.9%	23.0%[0.0925 µM]	-2.5%
Cc1nc2cc(C(=O)O)ccc2n1-c1ccccc1	13.7%	-7.4	-9.2%	2.7%	-0.2%	42.7%[activator]	-4.0%	u	4.8%
CC1(C)C(CO)=CC(=O)C2=C1SCC(=O)N2	-2.2%	-2.1	-5.7%	-7.6%	-0.7%	33.9%	-3.7%	-3.3%	3.8%
COc1cc(/C=C/C(=O)NCC(=O)N2CCC(N(C)CCN3CCOCC3)CC2)ccc1OC(C)C	-4.9%	2.9	-7.6%	0.4%	-7.7%	37.7%	-2.1%	8.2%[59 µM]	-0.5%
COc1ccccc1NC(=S)N/N=C/c1cccc(C)c1	15.9%	0.7	-14.0%	8.5%	-1.8%	7.3%	-20.7%	32.4%	-34.3%
CCOc1ccc2[nH]c(=O)c(CN(CCO)C(=O)c3ccc(F)cc3)cc2c1	-1.8%	-1.1	-7.9%	-5.7%	2.3%	50.2%	6.1%	3.6%	8.3%
CC(=O)c1sc(NC(=O)c2ccccc2C)nc1C	0.4%	-1.9	-4.2%	-15.3%	1.1%	20.5%	-21.8%	3.0%	-9.7%
Cc1[nH]c2ccccc2c1/C=C(\C#N)S(=O)(=O)c1ccccc1	1.0%	1.0	u	i	-2.5%	3.2%	-7.2%	-7.9%	-12.0%
CCCn1c(NC(=O)C2CCN(C(=O)c3ccc(F)cc3)CC2)nc2ccccc21	14.4%	4.3	-18.2%	-5.3%	u	10.4%	-3.6%	x	-4.5%
CCCCOc1cccc(C(=O)NC(=S)Nc2cccc(NC(=O)c3ccccc3Cl)c2)c1	0.5%	-3.1	1.5%	2.3%	4.7%	11.0%	-23.6%	-4.4%[59 µM]	-21.7%
CSc1nnnc2ccccc12	6.5%	5.2	2.1%	5.4%	1.9%	7.6%	-5.9%	x	x
COc1ccc(-c2noc(CCCC(=O)NCCc3ccccc3)n2)cc1OC	-14.9%	3.0	-6.2%	-8.5%	5.3%	14.9%	-11.3%	-12.4%	-30.3%
Cc1ccc(C(=O)N/C(=C/c2ccc(N(C)C)cc2)C(=O)NCC2CCCO2)cc1 (stereo not given)	u	-1.7	-29.8%	6.1%	13.5%	1.1%	-7.1%	28.2µM*	-4.0%
C[C@@]12C(=O)N(CC3CCCO3)CC(=O)N1[C@H]1c3ccccc3OC[C@@H]1[C@@H]2c1ccccc1 (stereo not given in full)	-2.2%	3.0	-12.4%	-8.1%	-1.7%	22.4%	-3.2%	10.3%[0.501 µM]	3.9%
Clc1ccccc1Cn1nnc(-c2cccs2)n1	-5.7%	3.3	-5.0%	-1.4%	-0.2%	19.2%	-15.4%	60.1%[activator][59 µM]	115.7%[activator]
S=C(NNC(=S)NC1CC2CCC1C2)NC1CC2C=CC1C2 (stereo not given)	-22.7%	7.5	u	i	0.3%	-18.6%	-9.3%	x	u
O=C(NCc1cccs1)C1CCCN(S(=O)(=O)c2ccc3c(c2)OCO3)C1 (stereo not given)	7.1%	2.4	11.0%	-8.3%	-8.2%	49.3%[activator]	-5.8%	u	-6.4%
N/C(=N\OC(=O)Cc1ccccc1)c1ccc([N+](=O)[O-])cc1	4.6%	2.7	-25.3%	i	-1.8%	-8.2%	-1.6%	-10.6%[59 µM]	u
Cc1ccc(C2NC(=O)Cc3ccccc32)cc1 (stereo not given)	14.8%	-5.9	-13.1%	1.3%	7.7%	28.4%	-0.7%	-47.2%[59 µM]	8.6%
COc1ccc(N2CCN(C(=O)c3ccc(CNS(=O)(=O)c4ccc(C)cc4)cc3)CC2)cc1	24.8%	1.1	u	-9.0%	-3.9%	-5.6%	-21.5%	u	u
CC(=O)N1CCN(C(=S)NCCc2ccccc2)CC1	-1.0%	1.1	-1.4%	-9.1%	-3.7%	26.6%	-10.4%	-16.6%	2.8%
CC(C)n1ncc2c(C(=O)Nc3cccc(S(=O)(=O)N(C)C)c3)cc(C3CC3)nc21	5.1%	-2.7	-20.3%	-4.2%	-1.7%	0.1%	-22.7%	2.7%[59 µM]	2.0%
COc1ccc(C(=O)OCC(=O)Nc2c(C)n(C)n(-c3ccccc3)c2=O)cc1OC	0.0%	0.1	-5.6%	-6.9%	-2.2%	50.3%[activator]	-4.0%	33.7%[59 µM]	20.1%
Cc1ccc(C(=O)Nc2nccs2)s1	5.3%	-1.9	-0.3%	2.8%	0.1%	18.8%	8.7%	12.7%[0.501 µM]	-3.0%

From PubChem BioAssay

An excerpt (hit frequency here may not be typical).
